High-throughput results (PubChem BioAssay)
TNAP inh no acc: blocks human TNAP activity with no phosphate acceptor present; P05186; purified TNAP, CDP-star luminescence, 30 min; inhibition, % at 20 µM; 200,000 tested, 0.26% active; AID 1012;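 active = tissue-nonspecific alkaline phosphatase inhibition above about 50% at 20 µM in the single-dose screen, limit read from the data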;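 also: 0% = DMSO negative control and 100% = EDTA positive control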
Target sequence (P05186 whole entry, looked up): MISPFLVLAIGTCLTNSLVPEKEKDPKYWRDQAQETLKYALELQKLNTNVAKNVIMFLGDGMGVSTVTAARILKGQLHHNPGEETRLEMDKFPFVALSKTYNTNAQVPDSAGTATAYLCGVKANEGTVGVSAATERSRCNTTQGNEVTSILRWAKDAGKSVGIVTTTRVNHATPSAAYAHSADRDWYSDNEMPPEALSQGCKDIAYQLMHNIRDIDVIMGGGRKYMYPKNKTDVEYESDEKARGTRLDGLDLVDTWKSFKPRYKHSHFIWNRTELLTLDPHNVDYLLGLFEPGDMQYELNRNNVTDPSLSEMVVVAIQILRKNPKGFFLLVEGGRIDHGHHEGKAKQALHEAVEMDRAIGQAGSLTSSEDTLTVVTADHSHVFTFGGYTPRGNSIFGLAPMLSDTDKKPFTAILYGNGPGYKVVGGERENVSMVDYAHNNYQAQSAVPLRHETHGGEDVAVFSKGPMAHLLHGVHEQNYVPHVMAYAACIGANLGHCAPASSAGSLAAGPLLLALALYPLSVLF
TNAP act hi DEA: increases human TNAP activity under high phosphate acceptor concentration; purified TNAP, CDP-star luminescence, 1 M DEA, 30 min; hits give high values; 0 = EDTA background, 1 = DMSO-only activity; activation factor at 20 µM; 200,000 tested, under 10 active; AID 1136;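 active = activation factor at least 2 at 20 µM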
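system = human TNAP | amount = enzyme diluted 1/800 final | reagent = 100 µM CDP-star substrate | signal = luminescent substrate turnover signal | dosing = one dose, 20 µM | benchmarks = EDTA negative control, DMSO positive control | measure = activation factor | timing = 30 min reaction, room temperature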
FLuc act counter: affects firefly luciferase, flagging false hits in luciferase stimulation screens | ATPlite luciferase biochemical, luminescence, 10 min; 0 = ATP-free wells, 1 = DMSO control | activation factor at 10 µM | 200,000 tested, under 10 active | AID 1027;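 active = luciferase activation factor, scaled between plate controls, of at least 2 with compound at 10 µM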
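Material: Luciferase/luciferin reagent mix | Doses: Test compounds dosed from 2 mM stocks in 100% DMSO | Timing: 10 min incubation after luciferase reagent addition, room temperature | Measured by: Luminescence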
PMI activator: phosphomannose isomerase (human) activation. purified human PMI, coupled resazurin fluorescence, 20 min; hits give high values; 1 = vehicle control, 0 substrate-free wells. activation factor at 20 µM. 190,000 tested, 0.005% active;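 active = activation factor of 2 or more at 20 µM, relative to plate controls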
Target sequence (P34949 whole entry, looked up): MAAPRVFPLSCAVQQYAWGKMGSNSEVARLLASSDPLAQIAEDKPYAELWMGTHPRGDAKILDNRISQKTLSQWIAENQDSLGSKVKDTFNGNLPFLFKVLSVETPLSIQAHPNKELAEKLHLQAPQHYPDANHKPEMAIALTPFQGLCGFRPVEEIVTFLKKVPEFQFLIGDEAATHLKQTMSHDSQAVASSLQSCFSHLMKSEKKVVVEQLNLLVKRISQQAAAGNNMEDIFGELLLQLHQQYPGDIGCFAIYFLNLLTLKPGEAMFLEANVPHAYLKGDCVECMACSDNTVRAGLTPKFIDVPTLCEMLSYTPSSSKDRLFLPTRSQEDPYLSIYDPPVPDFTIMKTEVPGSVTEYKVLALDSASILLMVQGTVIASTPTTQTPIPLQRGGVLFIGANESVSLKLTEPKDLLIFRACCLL
bIAP act: intestinal alkaline phosphatase (bovine) activation; purified bovine IAP, CDP-star luminescence, 30 min; hits give high values; fold of DMSO-control signal, blank-subtracted; 200,000 tested, 0.17% active; activation factor at 20 µM;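 active = activation factor of 2 or more at 20 µM, a signal rise over negative controls twice the positive control's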
TNAP inh hi DEA: TNAP (human) inhibition, high acceptor. P05186. inhibition, % at 20 µM. purified TNAP, CDP-star luminescence, 1 M DEA. 200,000 tested, 0.03% active. AID 1135;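 active = over 50% inhibition of tissue-nonspecific alkaline phosphatase at 20 µM in the single-dose screen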;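 also: plate controls were DMSO wells for no effect and EDTA-quenched wells as full inhibition for full effect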
FLuc inhib CS: counter-screen for luciferase assay inhibitors: firefly luciferase inhibition | inhibition, % at 10 µM | 200,000 tested, 1.5% active | P08659 | ATPLite firefly luciferase biochemical luminescence, 10 min | AID 1006;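 active = inhibition above about 50% when tested at 10 µM, limit read from the data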
PMI act satM6P: increases human PMI activity with near-saturating mannose 6-phosphate. P34949. coupled PMI enzyme assay, resazurin fluorescence, 20 min; hits give high values; 1 = untreated enzyme, 0 = substrate-free blank. activation factor at 20 µM. 190,000 tested, 0.34% active. AID 1216;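 active = activation factor of 2 or more at 20 µM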
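test system = human PMI in coupled enzyme assay | medium = HEPES-buffered pH 7.4 with magnesium and detergent | also added = 1.0 mM mannose-6-phosphate substrate with 0.22 mM NADP+ | compound = 20 µM single dose | times = 20 min incubation at room temperature | measured by = resorufin fluorescence (Ex 544/Em 590 nm) from resazurin via diaphorase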
NF-kB expr up: NF-kB expression increase, human neuronal cells; 190,000 tested, 1.6% active; fold change at 12.5 µM; NF-kB reporter expression; hits give high values; in the data active = fold change above about 3.3
APP 5'UTR act: APP 5'UTR luciferase reporter activation | activation, % at 2 µM | SH-SY5Y APP 5'UTR luciferase reporter, luminescence; zero percent = DMSO vehicle wells | AID 1276 | 190,000 tested, 1% active;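 active = activation above a set limit, based on mean plus 3 SD of controls, cut at about 140% in these data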; also: values of inactives mirror those of a sister screen read the other way
Numbers without * were called inactive; nt = no result given.

# | molecule | TNAP inh no acc | TNAP act hi DEA | FLuc act counter | PMI activator | bIAP act | TNAP inh hi DEA | FLuc inhib CS | PMI act satM6P | NF-kB expr up | APP 5'UTR act
1 | Cc1n[nH]c(C)c1S(=O)(=O)N1CCCC(C(=O)NC2CCCc3ccccc32)C1 (stereo not drawn) | 12 | 1.1 | 1.1 | 0.9 | 1.1 | -8 | -8 | 0.8 | 0.86 | -21
2 | CCCCn1c(NCc2ccc3c(c2)OCO3)nc2ccccc21 | -5 | 1.1 | 0.9 | 1.2 | 1 | -5 | 6 | 1.2 | 1.2 | 29
3 | CCNC(=O)COC(=O)c1cc(C)n(-c2ccccc2)c1C | -11 | 1.1 | 0.9 | 1 | 0.9 | -8 | 6 | 1.1 | 2 | 26
4 | CCOC(=O)C1(CCOC)CCN(Cc2nc(-c3cccs3)oc2C)CC1 | -9 | 1.1 | 1.1 | 1 | 1.1 | -6 | -7 | 1.1 | 0.93 | -9
5 | CCNc1nc(NCC)n2c(SCC(=O)c3ccccc3Cl)nnc2n1 | -2 | 1 | 1 | 0.9 | 1.1 | 0 | -1 | 1 | 1.1 | 13
6 | O=C(Nc1ccon1)c1cc2ccccc2oc1=O | -2 | 1 | 0.9 | 1.1 | 1 | 1 | 8 | 1.1 | 1.8 | 13
7 | FC(F)(F)c1cccc(Sc2cc(C(F)(F)F)nc(-c3ccccn3)n2)c1 | 3 | 1.1 | 1.1 | 1 | 0.9 | -5 | -5 | 1.1 | 1 | 5
8 | COc1cc(C(=O)Nc2cccc(-c3nc4cc(C)cc(C)c4o3)c2)cc(OC)c1OC | -61 | 1.1 | 1 | 0.9 | 0.7 | -10 | 0 | 0.9 | 1.1 | 12
9 | CCCCNC(=O)CSc1nc2ccc(N3CCOCC3)cc2c(=O)n1CCc1ccccc1 | 2 | 1 | 1.1 | 1 | 1.3 | -1 | -9 | 0.8 | 0.95 | 4
10 | CC(C)(C)C1CCc2c(sc(NC(=O)c3cccs3)c2C(N)=O)C1 (stereo not drawn) | -8 | 1 | 0.4 | 0.9 | 0.8 | -2 | 58* | 1 | 0.82 | -5

Laid out differently: four of the compounds above.
8. COc1cc(C(=O)Nc2cccc(-c3nc4cc(C)cc(C)c4o3)c2)cc(OC)c1OC
  TNAP inh no acc: -61 | TNAP act hi DEA: 1.1 | FLuc act counter: 1 | PMI activator: 0.9 | bIAP act: 0.7 | TNAP inh hi DEA: -10 | FLuc inhib CS: 0 | PMI act satM6P: 0.9 | NF-kB expr up: 1.1 | APP 5'UTR act: 12

10. CC(C)(C)C1CCc2c(sc(NC(=O)c3cccs3)c2C(N)=O)C1 (stereo not drawn)
  TNAP inh no acc: -8 | TNAP act hi DEA: 1 | FLuc act counter: 0.4 | PMI activator: 0.9 | bIAP act: 0.8 | TNAP inh hi DEA: -2 | FLuc inhib CS: 58* | PMI act satM6P: 1 | NF-kB expr up: 0.82 | APP 5'UTR act: -5

6. O=C(Nc1ccon1)c1cc2ccccc2oc1=O
  TNAP inh no acc: -2 | TNAP act hi DEA: 1 | FLuc act counter: 0.9 | PMI activator: 1.1 | bIAP act: 1 | TNAP inh hi DEA: 1 | FLuc inhib CS: 8 | PMI act satM6P: 1.1 | NF-kB expr up: 1.8 | APP 5'UTR act: 13

7. FC(F)(F)c1cccc(Sc2cc(C(F)(F)F)nc(-c3ccccn3)n2)c1
  TNAP inh no acc: 3 | TNAP act hi DEA: 1.1 | FLuc act counter: 1.1 | PMI activator: 1 | bIAP act: 0.9 | TNAP inh hi DEA: -5 | FLuc inhib CS: -5 | PMI act satM6P: 1.1 | NF-kB expr up: 1 | APP 5'UTR act: 5

Later entries:
# | molecule | TNAP inh no acc | TNAP act hi DEA | FLuc act counter | PMI activator | bIAP act | TNAP inh hi DEA | FLuc inhib CS | PMI act satM6P | NF-kB expr up | APP 5'UTR act
11 | CC/C(=N\NC(=O)c1ccoc1C)c1ccc(C)o1 | -7 | 1.1 | 1 | 0.9 | 1 | -5 | 0 | 0.8 | 2 | 114
12 | Cc1oc(-c2ccc(Cl)cc2)[n+]([O-])c1C | -6 | 1 | 1 | 0.9 | 1 | -1 | -4 | 1 | 1.2 | nt
13 | COc1ccc(C(=O)NCc2nnc(SCC(=O)N3CCOCC3)o2)cc1OC | -10 | 1 | 1 | 1.3 | 1 | -2 | -2 | 1.2 | 1.2 | -3
14 | Cc1nc([N+](=O)[O-])c(N2CCN(C)CC2)n1Cc1ccccc1 | -6 | 1 | 1.1 | 0.9 | 1 | -3 | -6 | 0.9 | 1.1 | -5
15 | NS(=O)(=O)c1ccc(CCNC(=O)CN2CCN(c3ccc(F)cc3)CC2)cc1 | -11 | 1 | 1.1 | 1.1 | 1.1 | -4 | -7 | 1.1 | 1 | -16
16 | O=C(Cc1ccccc1)NC(=S)Nc1cc(C(F)(F)F)ccc1Cl | 11 | 1 | 1.1 | 1.1 | 1 | 1 | -7 | 1.1 | 1.2 | 1
17 | Fc1ccc(F)c(CN2CCN(c3ncccn3)CC2)c1 | 1 | 1 | 1.1 | 1 | 0.9 | 0 | -7 | 1.1 | 1.2 | 4
18 | CSc1ccc(S(=O)(=O)NC2CCCCCC2)cc1 | -11 | 1.1 | 1 | 0.9 | 0.6 | -8 | -4 | 0.9 | 0.97 | 9
19 | CC(=O)Nc1ccc([C@H]2[C@H](C)CC[C@H]3C(=O)N4[C@@H](CC[C@@H](C)[C@@H]4c4ccc(NC(C)=O)cc4)C(=O)N32)cc1 | -4 | 1 | 1.1 | 1.1 | 1.1 | -2 | -6 | 0.9 | 1 | 10
20 | COc1ccc2c(=O)c(C(=O)O)c(-c3ccc4c(c3)OCO4)n(C)c2c1 | -11 | 1 | 1.1 | 1 | 0.8 | -5 | -6 | 1 | 1 | 9
21 | COc1ccc2[nH]c(=O)c(CN(C(=O)c3cccnc3)c3ccccc3OC)cc2c1 | -17 | 1.1 | 1.1 | 1 | 0.9 | -5 | -9 | 1 | 0.7 | 3
22 | COc1ccc(-n2c(C)nn(C)c2=O)c(OC)c1 | -5 | 1 | 1 | 1 | 0.9 | -1 | -4 | 1 | 1 | 9
23 | Cc1ccc(NC(=O)Nc2ccc3c(c2)OCO3)nc1 | -16 | 1 | 0.7 | 0.9 | 1 | -3 | 34 | 0.8 | 4* | 103
24 | COc1ccc(Oc2ccc(/C=C/C(=O)c3ccc(O)cc3)cc2[N+](=O)[O-])cc1 | 6 | 0.9 | 1 | 0.8 | 1 | 10 | -2 | 0.8 | 5* | -25
25 | C=C(C)CSc1nc2c(c(=O)[nH]c(=O)n2C)n1CCC(C)C | -19 | 1.1 | 1.1 | 1 | 1 | -7 | -7 | 0.9 | 0.72 | -1
26 | O=C(COC(=O)CNC(=O)c1ccco1)Nc1ccc(F)cc1 | -12 | 1 | 1 | 1.2 | 0.9 | 0 | -3 | 1.1 | 0.93 | 21
27 | O=C(Cc1ccccc1)Nc1ccc2oc(-c3cccnc3)nc2c1 | -6 | 1 | 1.1 | 0.9 | 0.9 | -4 | -8 | 0.9 | 0.75 | 21
28 | COC(=O)c1c(NC(=O)CSc2nnc(Cn3nnc4ccccc43)n2C)sc(C)c1C | -9 | 1 | 1.1 | 0.9 | 0.8 | -5 | -7 | 1 | 1.1 | 1
29 | Cc1ccc(C2c3c(oc4ccc(Cl)cc4c3=O)C(=O)N2CCCN2CCOCC2)o1 (stereo not drawn) | 2 | 1 | 1 | 0.9 | 1.1 | 4 | 0 | 0.8 | 1.1 | -12
30 | COc1ccc([N+](=O)[O-])cc1NC(=O)C(C)Sc1ccccc1 (stereo not drawn) | -12 | 0.9 | 1 | 1 | 0.7 | 6 | -3 | 1.1 | 1.1 | -1
31 | COc1cccc(C(=O)NNC(=O)c2sccc2-n2cccc2)c1 | -22 | 1 | 1 | 1 | 1.4 | -1 | -4 | 0.9 | 1.2 | 0
32 | CCOC(=O)c1cn(CC(=O)Nc2ccc(CC)cc2)nn1 | -6 | 1.1 | 1 | 0.9 | 1 | -6 | -4 | 1 | 1.1 | 1
33 | O=C(CSc1ccc(Cl)cc1)Nc1ncccn1 | -12 | 1.1 | 1 | 0.9 | 0.9 | -5 | 0 | 1.1 | 1.2 | -13
34 | Cc1nnc(Nc2ccc(C(=O)N3CCOCC3)cc2)c2ccccc12 | -5 | 1 | 1 | 0.9 | 0.9 | 2 | 4 | 0.9 | 1.3 | 0
35 | Cc1cc(=O)[nH]c(SCC(=O)Nc2ccc(Br)cn2)n1 | -14 | 1 | 1.1 | 0.9 | 0.9 | 1 | -7 | 0.9 | 0.94 | -4
36 | CCOC(=O)NN1C(=O)c2ccccc2NC1c1ccccn1 (stereo not drawn) | -6 | 1 | 1 | 1 | 1 | 1 | -2 | 0.9 | 1 | 10
37 | CC(NC(=O)c1cc(-c2ccc3c(c2)OCO3)nc2ccccc12)C(C)(C)C (stereo not drawn) | -14 | 1 | 1 | 1 | 0.8 | -1 | -2 | 1 | 0.96 | nt
38 | CC(SC1CCCC1)C(=O)Nc1ccnn1C(C)C (stereo not drawn) | -2 | 1 | 1.1 | 1 | 0.9 | -3 | -10 | 1 | 0.96 | -17
39 | Cc1cc([N+](=O)[O-])nn1CC(=O)NCCc1c[nH]c2ccccc12 | -16 | 1 | 1.1 | 1 | 1 | -5 | -6 | 1 | 1 | 15
40 | O=C(OCC(=O)N1CCCCCC1)c1ccc(Cl)c(S(=O)(=O)N2CCCC2)c1 | -7 | 1 | 0.8 | 1.1 | 0.9 | 0 | 15 | 1.1 | 0.84 | 6
41 | O=C(CSc1ccccc1)NCCCc1ccccc1 | -13 | 1.1 | 1.1 | 1 | 0.9 | -7 | -6 | 1 | 1.4 | -9
42 | COc1cc(CCC(=O)N2CCN(c3ncccn3)CC2)cc(OC)c1OC | -9 | 1 | 1.1 | 1.1 | 1.1 | -4 | -8 | 1 | 1 | 10
43 | OCCNc1nc2nonc2nc1NCCO | -11 | 1 | 1 | 1 | 1.2 | -3 | -1 | 0.9 | 1.4 | 23
44 | O=C(N/N=C/c1ccccc1Br)C1CC1 | -7 | 1 | 1 | 1.1 | 1 | -2 | 0 | 1.1 | 0.95 | -5
45 | Cc1ccc(CNC(=O)CCC2CCCN(Cc3ccc4cccc(F)c4n3)C2)o1 (stereo not drawn) | -5 | 1 | 1 | 0.9 | 1 | -2 | -4 | 0.9 | 1.2 | -4
46 | COc1cccc(NC(=O)COC(=O)CCOc2ccccc2OC)c1 | -9 | 1 | 1.1 | 1 | 1 | -5 | -7 | 0.9 | 1.2 | 26
47 | Cc1nn2c(SCC(=O)c3cccs3)cc(C(C)(C)C)nc2c1-c1ccccc1 | 2 | 1 | 1 | 0.8 | 1 | 1 | -2 | 0.9 | 1.1 | 37
48 | CC(Sc1nnc(COc2ccc([N+](=O)[O-])cc2)n1C)C(=O)O (stereo not drawn) | -8 | 1 | 1.1 | 1 | 1 | -2 | -7 | 1.1 | 0.97 | -15
49 | CCOC(=O)n1c(=O)oc2ccccc21 | -8 | 1 | 1 | 0.9 | 1 | -1 | 3 | 1 | 0.98 | -8
50 | CCOC(=O)N1CCN(c2c(NCCc3ccccc3)c(=O)c2=O)CC1 | -13 | 1.1 | 1 | 0.9 | 0.9 | -5 | -2 | 0.9 | 1.5 | -10
